# IL-1B inflam inh: qHTS for Inhibitors of Inflammasome Signaling: IL-1-beta AlphaLISA Primary Screen. 360,000 tested, 4.7% active. activity change, % at 57.5 µM. AID 743279, 2014. THP-1 LPS/ATP IL-1B secretion, AlphaLISA, 16 h; hits give low values; in the data active = activity change below about -50%; inconclusive = mostly about -30% to -49%; note: % is set by controls: 0 for no effect and ±100 for the full control effect
#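 Secreted IL-1B measured by AlphaLISA bead assay after 16 h compound exposure of THP-1 cells; compounds (final up to 57.5 uM) added 1 h before LPS (250 ng/mL) and ATP (1.25 mM) stimulation; lower signal means less secretion.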
# HT1080 IDH1KD tx: qHTS for induction of synthetic lethality in tumor cells producing 2HG: qHTS for the HT-1080-IDH1KD cell line | HT-1080 IDH1 knockdown viability, ATP luminescence, 48 h | Potency, µM (series often up to 46.1 µM), for the others: top-dose activity, negative = toxicity, hits mostly cytotoxic | 360,000 tested, 2% active;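 note: potency is the fitted concentration of half-maximal effect; 0% = DMSO wells and -100% = cell-free medium wells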
#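 Assay cells: HT-1080 with IDH1 knockdown, 750 per well, RPMI/5% FBS. Exposure: 48 h at 37 °C following 2 h pre-incubation. Read: CellTiter-Glo luminescence; fitted concentration-response, curve class assigned.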
# ATXN2 expr inh: Primary qHTS for Inhibitors of ATXN expression | Potency, µM (top dose mostly 57 µM), without a hit: top-dose activity change, negative = inhibition, most hits filed as inhibitors | HEK-293 ATXN2-luciferase reporter, luminescence, 24 h | 360,000 tested, 0.72% active | AID 1745845, 2022; note: potency is the fitted concentration of half-maximal effect; % is set by controls: 0 for no effect and ±100 for the full control effect; nearly all actives have a fitted effect of over 55% in size
#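 ATXN2-luciferase reporter cells (luciferase flanked by upstream and downstream ATXN2 gene portions) were treated 24 h at 37 °C with compounds at up to 57 uM. SteadyGlo luminescence gave expression; GF-AFC fluorescence gave viability.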
# KB-V1 MDR tox: qHTS assay for MDR1-selective chemotherapeutics: Primary screen using the drug-selected MDR subline cells KB-V1 | 400,000 tested, 3.4% active | KB-V1 MDR cells viability, CellTiter-Glo, 72 h | AID 1347076, 2019 | Potency, µM (titrated, usually from 46.1 µM), for inactives: at the top dose activity change, negative = cytotoxicity, most hits filed as cytotoxic; note: potency is the fitted concentration of half-maximal effect; % is set by controls: 0 for no effect and ±100 for the full control effect; nearly all actives have a fitted effect of over 60% in size
#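 Cytotoxicity via CellTiter-Glo luminescence after 72 h compound exposure at 37 degrees C. Cells: drug-selected KB-V1 line, DMEM phenol-red free plus 10% FBS. Compounds tested at multiple concentrations; normalized data fitted to concentration-effect curves.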
# WRN inhibitor: qHTS for Inhibitors of WRN Helicase; Bifunctional 3'-5' exonuclease/ATP-dependent helicase WRN (Homo sapiens), Q14191; WRN helicase unwinding, fluorescent forked duplex, kinetic; Potency, µM (doses to about 114 µM), without a hit: at the highest dose activity change, negative = inhibition, usual class: inhibitors; 360,000 tested, 0.46% active; note: potency is the fitted concentration of half-maximal effect; % is set by controls: 0 for no effect and ±100 for the full control effect; nearly all actives have a fitted effect of over 55% in size
# Target sequence (Q14191 whole entry, looked up): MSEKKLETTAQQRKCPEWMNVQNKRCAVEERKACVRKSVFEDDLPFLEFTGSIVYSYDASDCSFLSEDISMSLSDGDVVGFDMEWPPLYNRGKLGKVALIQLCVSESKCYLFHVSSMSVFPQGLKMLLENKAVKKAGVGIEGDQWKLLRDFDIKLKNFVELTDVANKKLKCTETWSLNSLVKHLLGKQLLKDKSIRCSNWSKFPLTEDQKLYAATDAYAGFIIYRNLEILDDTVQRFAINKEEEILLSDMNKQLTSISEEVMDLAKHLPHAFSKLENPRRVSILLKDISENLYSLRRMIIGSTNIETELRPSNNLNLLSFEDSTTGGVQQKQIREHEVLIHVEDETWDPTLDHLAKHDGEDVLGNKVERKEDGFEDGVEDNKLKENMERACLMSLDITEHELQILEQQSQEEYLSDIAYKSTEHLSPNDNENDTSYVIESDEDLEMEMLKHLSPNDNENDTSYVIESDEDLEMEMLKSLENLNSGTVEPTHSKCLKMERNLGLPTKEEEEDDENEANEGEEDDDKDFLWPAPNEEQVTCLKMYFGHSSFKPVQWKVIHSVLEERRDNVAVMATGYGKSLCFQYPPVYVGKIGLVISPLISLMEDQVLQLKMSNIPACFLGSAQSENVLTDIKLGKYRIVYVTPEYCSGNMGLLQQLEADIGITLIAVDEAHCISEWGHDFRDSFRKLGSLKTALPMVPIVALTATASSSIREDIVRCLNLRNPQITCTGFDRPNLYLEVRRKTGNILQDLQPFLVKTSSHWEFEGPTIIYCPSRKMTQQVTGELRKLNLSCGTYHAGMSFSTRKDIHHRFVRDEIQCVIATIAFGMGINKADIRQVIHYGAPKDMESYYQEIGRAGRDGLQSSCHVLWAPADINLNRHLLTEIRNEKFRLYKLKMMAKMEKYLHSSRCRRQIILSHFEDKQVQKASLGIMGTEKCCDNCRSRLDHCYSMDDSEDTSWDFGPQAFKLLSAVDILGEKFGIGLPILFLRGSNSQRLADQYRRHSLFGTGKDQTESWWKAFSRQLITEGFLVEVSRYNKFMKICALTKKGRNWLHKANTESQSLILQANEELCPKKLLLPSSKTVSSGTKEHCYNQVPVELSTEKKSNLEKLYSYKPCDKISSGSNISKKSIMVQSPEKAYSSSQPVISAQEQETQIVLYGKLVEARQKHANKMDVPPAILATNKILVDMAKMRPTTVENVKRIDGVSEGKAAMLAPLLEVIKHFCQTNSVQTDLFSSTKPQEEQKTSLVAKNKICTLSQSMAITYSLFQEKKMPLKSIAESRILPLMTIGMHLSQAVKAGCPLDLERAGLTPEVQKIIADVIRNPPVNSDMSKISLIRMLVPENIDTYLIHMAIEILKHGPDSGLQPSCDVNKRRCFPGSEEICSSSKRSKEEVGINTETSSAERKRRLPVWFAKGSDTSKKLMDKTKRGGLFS
#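 WRN at 20 nM final preincubated with compound 15 min at room temperature; reaction started with 100 nM fluorophore/quencher forked duplex oligonucleotide and 2 mM ATP final. Unwinding followed kinetically by red fluorescence (ex 525, em 598 nm).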
# KB-3-1 tox: qHTS assay for MDR1-selective chemotherapeutics: Primary screen using the parental adenocarcinoma cell KB-3-1. Potency, µM (highest dose often 46.1 µM), for inactives: top-dose activity change, negative = cytotoxic, actives largely listed as cytotoxic. AID 1347075, 2019. KB-3-1 viability, CellTiter-Glo ATP luminescence, 72 h. 400,000 tested, 1.4% active; note: potency is the fitted concentration of half-maximal effect; % is set by controls: 0 for no effect and ±100 for the full control effect; nearly all actives have a fitted effect of over 60% in size
#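 Multi-concentration cytotoxicity screen in KB-3-1 cells grown in DMEM lacking phenol red with 10% FBS. After 72 h at 37 °C with compound, ATP-dependent luminescence was recorded.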
# MCF10A rerep: A quantitative high throughput screen for small molecules that induce DNA re-replication in MCF 10a normal breast cells | MCF 10A DNA re-replication, Hoechst nuclear intensity, 48 h | Potency, µM (titrated, usually from 46.1 µM), inactives show top-dose activity, positive = re-replication, actives largely listed as activators | 350,000 tested, 2.9% active; note: potency is the fitted concentration of half-maximal effect; % of control where 0% means no effect; nearly all actives have a fitted effect of over 50% in size
# HT1080NT lethal: qHTS for induction of synthetic lethality in tumor cells producing 2HG: qHTS for the HT-1080-NT fibrosarcoma cell line | HT-1080-NT fibrosarcoma viability, CellTiter-Glo ATP luminescence, 48 h | AID 686970, 2013 | 360,000 tested, 1.6% active | Potency, µM (doses to about 46.1 µM), inactives show top-dose activity, negative = less viability, hits mostly cytotoxic;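 note: NT is the 2HG producing partner of a matched IDH1 knockdown line; potency is the fitted concentration of half-maximal effect; 0% = DMSO-treated cells and -100% = media-only wells without cells; nearly all actives have a fitted effect of over 55% in size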
#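 Viability of the 2HG-overproducing fibrosarcoma line after 48 hours of compound exposure at 37 degrees C was determined by luminescence with CellTiter-Glo, and concentration-effect curves were then fitted and categorized.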
# SW480 rerep: A quantitative high throughput screen for small molecules that induce DNA re-replication in SW480 colon adenocarcinoma cells. SW480 DNA re-replication, Hoechst DNA content imaging, 48 h. Potency, µM (series often up to 46.1 µM), without a hit: top-dose re-replication activation, actives largely listed as activators. 340,000 tested, 1.8% active; note: potency is the fitted concentration of half-maximal effect; % of control where 0% means no effect; nearly all actives have a fitted effect of over 55% in size
#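 Compounds, transferred as 23 nL by pin tool, were incubated with cells for 48 hr; DNA content per nucleus was then quantified by Hoechst staining and fluorescence plate imaging.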
# Numbers without * were called inactive; i = inactive; ? = inconclusive; . = not tested or not shown; [ ] = another dose, or the depositor's remark. Unless noted, calls come from the whole dose curve; as a rule, active = well fitted curve in the direction sought with a large enough effect; inconclusive = small, poorly fitted or top-dose-only effect, or another doubt; inactive = no such curve, though single readings can be large; an effect the other way counts as inactive or inconclusive. Compounds were not picked by outcome. About 12% of those tested had a hit in this group.
mol | IL-1B inflam inh | HT1080 IDH1KD tx | ATXN2 expr inh | KB-V1 MDR tox | WRN inhibitor | KB-3-1 tox | MCF10A rerep | HT1080NT lethal | SW480 rerep
COc1cc(C(=O)NCCNC(=O)c2ccco2)cc(OC)c1OC | 57 | -26% | 2% | ? | -4% | -4% | 2% | -18% | 9%
O=C(/C=C/c1cccc(Br)c1)Nc1nn[nH]n1 | 30 | -1% | -3% | 0% | 1% | 12% | 3% | 7% | 0%
Cc1ccc(S(=O)(=O)CCC(=O)Nc2cccc(C)c2)cc1 | 12 | 11% | 8% | ? | -4% | 21% | -75%[inhibitor] | 8% | -5%
O=S(=O)(c1cccc(F)c1)N1CCN(C(=S)NCc2ccccc2)CC1 | 11 | 0% | -10% | -1% | 5% | 16% | -4% | 0% | -2%
COc1ccc2c(-c3ccc(S(N)(=O)=O)cc3)c(-c3ccc(S(C)(=O)=O)cc3)sc2c1 | 8 | ? | ? | 0% | -2% | 0% | ? | 23µM* | ?
CCOCCCNS(=O)(=O)c1cc2[nH]c3c(c2cc1C)C(=O)CC(C)(C)C3 | 7 | -18% | -10% | 10% | 0% | 4% | ? | -1% | -2%
Cc1nnc(SCC(=O)Nc2nsc(-c3ccccc3)n2)s1 | 0 | 9% | 31% | 1% | 2% | 5% | -6% | 10% | -1%
CCN(C(=O)COC(=O)c1cc(NS(=O)(=O)c2ccc(Cl)c([N+](=O)[O-])c2)ccc1O)C1CCCCC1 | -99* | 0% | -6% | ? | -9% | ? | ? | 4% | -2%
O=C(Cc1ccsc1)NNC(=O)c1ccccc1Cl | 23 | 2% | -3% | 14% | -4% | -2% | -38%[inhibitor] | 5% | -31%[inhibitor]
COc1ccc(C2CC(c3cccs3)=NN2C(=O)CSc2nc(=O)n3cc(C)ccc3n2)cc1 (configuration not stated) | -16 | -12% | 5% | 1% | -14% | -17% | -1% | 0% | 3%
CCN1CCc2c(OCC(=O)N3CCCCC3)cccc2C1=O | 35 | 18% | 20% | ? | -2% | -3% | -5% | 3% | -2%
CCn1cnc2c1c(=O)n(Cc1nnc3n1-c1ccccc1SC3)c(=O)n2Cc1ccccc1 | -5 | 1% | -7% | 6% | 1% | 2% | 3% | -1% | 0%
Cc1ccc(C)c(NC(=O)CN(C)C(=O)C2CCN(S(=O)(=O)c3ccc4c(c3)OCCO4)CC2)c1 | 3 | 0% | -3% | ? | 11% | 2% | -4% | -1% | -12%
COc1cccc(NC(=S)N2CCN(C)CC2)c1 | 1 | 0% | 4% | -15% | 1% | -14% | 0% | 7% | -6%
O=C1CCc2cc(S(=O)(=O)NCc3ccc(F)cc3)cc3c2N1CCC3 | -23 | -12% | 2% | -1% | 2% | -11% | 11% | -1% | ?
O=C1CN(C(=O)COC(=O)c2ccc(N3CCCCCC3)c([N+](=O)[O-])c2)c2ccccc2N1 | 22 | -3% | -4%[11.3 µM] | ? | -16%[57.1 µM] | 5% | 3% | -5% | 15%
O=C(c1c[nH]c2ccc(S(=O)(=O)N3CCOCC3)cc2c1=O)N1CCN(c2ccccn2)CC1 | 6 | 13% | 5% | ? | 4% | 2% | 0% | 16% | -4%
O=C(CC(c1ccccc1)c1ccccc1)N1CCN(c2ccccn2)CC1 | -25 | -11% | -27% | ? | -6% | 9% | ? | -15% | 0%
C=CCN(Cc1cc(OC)ccc1OC)C(=O)c1cc2ccc(OC)cc2[nH]1 | 34 | -15% | 4% | ? | -4% | ? | ? | ? | ?
O=C(Nc1ccnn1C1CCN(C(=O)c2cccc(C(F)(F)F)c2)CC1)C1CC1 | i | 22% | 0% | -4% | -3% | -1% | -12% | 6% | -31%[inhibitor]
CCOC(=O)c1cncc(C#CCO)c1 | -4 | 6% | 2% | 22% | -1% | 4% | 8% | 1% | -110%[inhibitor]
O=C(CN1CCC(n2nnc3cc(C(F)(F)F)ccc32)CC1)Nc1ccc2c(c1)OCCO2 | -9 | ? | -16% | -8% | -6% | 16% | 5% | -24% | 8%
COc1ccccc1CN(CC(=O)NCc1ccc(F)cc1)C(=O)c1csnn1 | -7 | -2% | 7% | 5% | -6% | 17% | 2% | -2% | -6%
S=C(NCC1CCCO1)Nc1ccc(Nc2ccccc2)cc1 (configuration not stated) | -18 | -9% | -17% | ? | -2% | 0% | -10% | -19% | ?
CCN(C(=O)COC(=O)c1cc([N+](=O)[O-])ccc1N1CCOCC1)C1CCS(=O)(=O)C1 (configuration not stated) | 2 | -9% | -1% | 29% | 0% | -3% | 1% | -13% | -25%

# Four of the entries above in order of their number in WRN inhibitor, high to low.
smiles | WRN inhibitor
CCOC(=O)c1cncc(C#CCO)c1 | -1%
C=CCN(Cc1cc(OC)ccc1OC)C(=O)c1cc2ccc(OC)cc2[nH]1 | -4%
O=C(CN1CCC(n2nnc3cc(C(F)(F)F)ccc32)CC1)Nc1ccc2c(c1)OCCO2 | -6%
COc1ccc(C2CC(c3cccs3)=NN2C(=O)CSc2nc(=O)n3cc(C)ccc3n2)cc1 (configuration not stated) | -14%

# Records above printed as active in IL-1B inflam inh.
SMILES | IL-1B inflam inh | WRN inhibitor | SW480 rerep
CCN(C(=O)COC(=O)c1cc(NS(=O)(=O)c2ccc(Cl)c([N+](=O)[O-])c2)ccc1O)C1CCCCC1 | -99* | -9% | -2%

# Single records, from the list above. Order of screens: IL-1B inflam inh, HT1080 IDH1KD tx, ATXN2 expr inh, KB-V1 MDR tox, WRN inhibitor, KB-3-1 tox, MCF10A rerep, HT1080NT lethal, SW480 rerep
# Record of `O=C(CC(c1ccccc1)c1ccccc1)N1CCN(c2ccccn2)CC1` : -25, -11%, -27%, ?, -6%, 9%, ?, -15%, 0%
# Record of `O=C(CN1CCC(n2nnc3cc(C(F)(F)F)ccc32)CC1)Nc1ccc2c(c1)OCCO2` : -9, ?, -16%, -8%, -6%, 16%, 5%, -24%, 8%

# (listing goes on)
mol | IL-1B inflam inh | HT1080 IDH1KD tx | ATXN2 expr inh | KB-V1 MDR tox | WRN inhibitor | KB-3-1 tox | MCF10A rerep | HT1080NT lethal | SW480 rerep
O=C(NCCO)N1c2ccccc2Sc2ccccc21 | -6 | -3% | -4% | ? | -7% | 2% | 5% | 0% | -43%[inhibitor]
Cc1nn(Cc2ccc(Cl)cc2)c(C)c1NC(=O)c1cc(C(C)C)on1 | 13 | -20% | ? | -5% | 5% | -23% | ? | ? | -5%
COc1cc(CN2CCc3ccccc3C2)cc([N+](=O)[O-])c1O | 11 | 7% | . | 2% | -21% | 6% | -2% | 3% | -5%
O=C(CSc1ccccc1F)NC(=O)NC1CCCC1 | 3 | 10% | . | -30% | -6% | -2% | . | 1% | .
CCN=C1SC(C(=O)NCCc2ccccc2)CC(=O)N1CC (configuration not stated) | 25 | 1% | 2% | 2% | 4% | 11% | -3% | 4% | -8%
CC1CCCC1/C(=N/O)c1ccccc1 (configuration not stated) | 8 | 1% | . | 23% | -10% | 5% | 1% | 4% | -9%
COC(=O)c1c(-c2ccc(C)cc2)csc1NC(=S)NC(=O)c1cc(OC)cc(OC)c1 | 12 | 3% | 6% | -10% | 5% | 1% | -8% | -1% | -4%
COc1ccc(NC(=O)NC2(C(=O)N3CCN4CCCC4C3)CCCCC2)cc1 (configuration not stated) | 8 | 4% | 8% | 6% | 1% | 4% | -2% | 18% | -3%
CC(=O)NCC(=O)NC1CC(C)(C)Cc2c1cnn2-c1ccccc1 (configuration not stated) | -19 | 15% | -2% | 0% | 0% | 18% | -13% | 11% | -2%
O=c1[nH]cc(S(=O)(=O)N2CCN(c3cccc(Cl)c3)CC2)c(=O)[nH]1 | -13 | 6% | 7% | 15% | -23% | ? | -1% | -3% | -1%
S=C(Nc1ccc(Cl)cc1)NC1CC2CCCC(C1)N2C1CCCC1 (configuration not stated) | -23 | ? | -31% | -2% | -12% | -8% | ? | ? | 23µM*
O=C(Cn1nc(-c2nn(CC(=O)c3ccccc3)c3[n+]2CCCCC3)[n+]2c1CCCCC2)c1ccccc1 | -9 | 9% | -5% | ? | -11% | 11% | 7% | -4% | -33%[inhibitor]

# Screening results as filed in PubChem.
